Source: PubChem (Sanford-Burnham Center for Chemical Genomics)
TIM10 inh: growth inhibitors of isogenic TIM10 control yeast, primary screen, counter-screen for tim10-1 yeast inhibitor project, luminescence, uHTS; inhibition, % at 10 µM; hit rate 1.4% among 330,000; S. cerevisiae TIM10 strain growth, BacTiter-Glo luminescence, 24 h;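 active means inhibition of 40% or more at the single tested concentration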;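 further: wild-type TIM10 isogenic control strain grown at permissive 25 °C; 0% = DMSO yeast wells and 100% = minimal medium wells without yeast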
tim23-1 inh: growth inhibitors of tim23-1 mutant yeast, primary screen, luminescence, uHTS; hit rate 1.3% among 330,000; inhibition, % at 20 µM; S. cerevisiae tim23-1 growth, BacTiter-Glo luminescence, 24 h; AID 463212, 2010;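 active means growth inhibition of the mutant yeast at or above 50%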;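 further: temperature-sensitive mutant grown at 25 °C; plate controls were DMSO-treated mutant yeast for no effect and medium wells lacking yeast for full effect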
tim10-1 inh: growth inhibitors of tim10-1 mutant yeast, primary screen, luminescence, uHTS; S. cerevisiae tim10-1 ts strain growth, BacTiter-Glo, 24 h; inhibition, % at 20 µM; hit rate 2.2% among 330,000; AID 463190, 2010;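 active means inhibition of at least 40%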;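 further: mutant grown at 25 °C; 0% = DMSO wells with yeast and 100% = wells holding no yeast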
Mdm2 MdmX PPI: inhibitors of human Mdm2-MdmX association, primary screen, cell-based, luminescence, split luciferase, SaOS-2, uHTS; Protein Mdm4 (Homo sapiens) + E3 ubiquitin-protein ligase Mdm2 (Homo sapiens), …; SaOS-2 split-luciferase Mdm2/MdmX complementation; inhibition, % at 8 µM; hit rate 3% among 330,000; AID 485346, 2010;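 active means inhibition of at least 50% at 8 µM in the primary screen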
Target sequence (O15151 whole entry, looked up): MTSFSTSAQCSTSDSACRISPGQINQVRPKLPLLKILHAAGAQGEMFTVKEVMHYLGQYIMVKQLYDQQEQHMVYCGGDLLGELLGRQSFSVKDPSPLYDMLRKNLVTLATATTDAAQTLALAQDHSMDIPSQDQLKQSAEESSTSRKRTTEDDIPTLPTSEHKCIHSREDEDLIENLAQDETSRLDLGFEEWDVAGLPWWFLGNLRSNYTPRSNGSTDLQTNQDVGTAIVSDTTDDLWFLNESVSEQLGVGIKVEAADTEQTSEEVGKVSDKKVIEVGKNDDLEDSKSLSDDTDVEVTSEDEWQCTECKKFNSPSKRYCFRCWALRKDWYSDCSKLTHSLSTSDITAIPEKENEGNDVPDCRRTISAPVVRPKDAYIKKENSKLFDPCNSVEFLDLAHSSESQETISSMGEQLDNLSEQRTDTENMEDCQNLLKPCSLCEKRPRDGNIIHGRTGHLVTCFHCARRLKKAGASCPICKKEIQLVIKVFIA
Target sequence (Q00987 whole entry, looked up): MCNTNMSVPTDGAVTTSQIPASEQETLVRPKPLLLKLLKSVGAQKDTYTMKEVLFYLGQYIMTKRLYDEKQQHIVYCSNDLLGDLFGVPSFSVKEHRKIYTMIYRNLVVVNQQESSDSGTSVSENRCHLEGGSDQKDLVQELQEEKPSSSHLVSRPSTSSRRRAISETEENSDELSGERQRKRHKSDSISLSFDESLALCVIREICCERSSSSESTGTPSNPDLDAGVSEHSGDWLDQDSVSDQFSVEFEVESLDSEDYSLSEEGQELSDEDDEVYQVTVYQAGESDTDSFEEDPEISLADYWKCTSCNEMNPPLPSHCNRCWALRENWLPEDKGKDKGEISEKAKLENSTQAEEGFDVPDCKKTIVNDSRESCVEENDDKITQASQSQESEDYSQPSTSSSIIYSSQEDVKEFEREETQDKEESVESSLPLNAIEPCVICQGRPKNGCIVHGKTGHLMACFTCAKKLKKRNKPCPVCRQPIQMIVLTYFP
Jurkat NFkB inh: inhibitors of induced NF-kB luciferase reporter, primary screen, TCR NF-kB activation inhibitor project, cell-based, luminescence, uHTS; Jurkat, PMA/ionomycin-induced NF-kB luciferase reporter; inhibition, % at 4 µM; hit rate 0.53% among 330,000; AID 435003, 2010; in the data active means inhibition above about 50%
697 NFkB inh: inhibitors of PMA/ionomycin-induced NF-kB reporter, 697 cells, primary screen, B-cell NF-kB inhibitor project, cell-based, luminescence, uHTS; 697 B-cell NF-kB luciferase reporter, 16 h; inhibition, % at 4 µM; hit rate 0.33% among 330,000; AID 435022, 2010; in the data active means inhibition above about 35%
UPR CHOP act: activators of apoptotic CHOP UPR arm, primary screen, cell-based, CHO-CHOP luciferase reporter, luminescence, uHTS; activation, % at 10 µM; hit rate 0.34% among 330,000; UPR activation; percent of tunicamycin response over DMSO baseline;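 active means at 10 µM dose, activation of 40% or more, normalized to positive control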;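 further: 100% = tunicamycin at 10 µg/mL and 0% = DMSO alone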
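assay system = CHO CHOP reporter cells | amount = 500 CHO-CHOP cells per well | buffer or medium = F12 with 10% FBS | incubation = 16-18 h cell attachment, then 6 h compound exposure, 37 °C | detection = luminescence read with Steady-Glo | read-out = percent activation relative to tunicamycin control | controls = tunicamycin high control, DMSO low control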
XBP1 UPR activ: activators of adaptive XBP1 UPR arm, primary screen, cell-based, CHO-XBP1 luciferase reporter, luminescence, uHTS; hit rate 0.33% among 330,000; activation, % at 20 µM; IRE1-XBP1 UPR activation; percent of tunicamycin response, DMSO as zero;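 active means versus positive control, 20 µM dose yields 30% or more activation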;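 further: 100% = tunicamycin at 10 µg/mL and 0% = DMSO only wells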
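Material – CHO cell line with stable XBP1 luciferase reporter · Buffer or medium – F12 plus 10% FBS · Compound – single point, 20 µM final compound, 1% DMSO · Schedule – 16-18 h cell attachment at 37 °C, then 6 h compound exposure · Signal – Steady-Glo luminescence read · Benchmarks – high control tunicamycin 10 µg/mL final, low control DMSO vehicle only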
Numbers without * were called inactive; . = not tested or not shown.

SMILES	TIM10 inh	tim23-1 inh	tim10-1 inh	Mdm2 MdmX PPI	Jurkat NFkB inh	697 NFkB inh	UPR CHOP act	XBP1 UPR activ
Cc1nc(C(=O)N(C)C)nn1-c1ccc(Cl)cc1Cl	-5	9	-3	19	2	-3	0.7	2
CCOc1ccc2sc(NS(=O)(=O)c3ccc(N)cc3)nc2c1	7	6	1	15	-5	9	4.9	-3
CCN(CC)S(=O)(=O)c1cc(NS(=O)(=O)c2c(Cl)cccc2Cl)ccc1C	17	28	12	21	1	8	0.2	1
Cc1sc2nc(CSCC(=O)N(CCC#N)c3ccccc3F)[nH]c(=O)c2c1C	-3	9	2	13	-4	18	1.2	-1
C=CCN(Cc1nc(-c2ccccc2)no1)C(=O)c1ccoc1C	-14	16	-11	-11	-8	5	1.7	-6
Cc1ccc(CCN2CC(C(=O)NCCCN3CCCCC3)CC2=O)cc1 (stereo not drawn)	-6	-9	2	26	10	9	2.2	-4
O=C(O)C1CCN(c2ccc(Cl)nn2)CC1	-1	9	12	-3	1	-4	-1.2	-1
CCN(CCNC(=O)Cn1cc2c(n1)CCCC2)c1ccccc1	-9	10	16	8	0	-2	-2.1	0
O=C(CSc1nccc(-c2cccs2)n1)Nc1cccc(Cl)c1Cl	27	29	16	39	5	1	-1.3	2
CCCCC(CCCCl)C(=O)Nc1ccccc1 (stereo not drawn)	6	13	12	5	-4	-1	-2.7	1
O=C1CN(S(=O)(=O)c2ccc(F)cc2)CCN1	-10	5	-1	22	11	-1	-0.4	-1
CC1=NN(S(=O)(=O)c2ccc(Cl)cc2Cl)C(=O)c2ccccc2O1	-22	21	-14	5	2	0	1.2	-2
O=C(COc1ccccc1C(=O)NCc1ccccn1)Nc1ccc(Br)cc1	-3	5	15	-6	11	0	0.6	-2
Cc1cc(C)c(S(=O)(=O)N(C)c2ccccc2)c(C)c1	7	2	9	-20	15	4	0.1	4
CC[C@]1(C(=O)OC)[C@H]2C(=O)N(C)C(=O)[C@H]2[C@H]2CN=C(SCc3ccc(C#N)cc3)N21	-4	23	10	1	.	0	0.9	1
CC(C)(C)c1ccc(NC(=O)c2cc[n+]([O-])cc2)cc1	-6	6	6	9	10	3	1.7	2
CCCS(=O)(=O)N1CCN(c2ccccc2F)CC1	-2	24	6	5	-1	9	-1.3	1
CN(C)Cc1c(O)ccc2occ(C(=O)c3ccccc3)c12	6	-6	11	-26	9	7	5.9	1
CC(C(=O)NCc1ccccc1)N1C(=O)C2CC=C(Cl)CC2C1=O (stereo not drawn)	-2	-7	-19	-2	-10	-5	-2.9	-2
Cc1cccn2c(CN(C)CC3CCCCO3)c(C(=O)N3CCCCC3)nc12 (stereo not drawn)	-6	8	10	-52	-19	22	-0.5	-2
COC(=O)CN(c1ccccc1)S(=O)(=O)c1ccc(F)cc1	2	20	23	-13	-9	3	-2.2	-1
CC1CCN(C2CC(=O)N(c3ccc(Br)cc3Br)C2=O)CC1 (stereo not drawn)	29	30	27	12	-5	5	-0.9	-3
COc1ccc2[nH]c(=O)c(COC(=O)c3ccco3)cc2c1	2	1	2	3	-6	20	-3.2	-4
COc1ccc(CCN2CC(C(=O)NCc3ccccc3)CCC2=O)cc1 (stereo not drawn)	-9	3	-1	14	8	-3	0.6	-6
O=c1c2ccccc2nc(-c2ccco2)n1/N=C/c1ccco1	0	19	23	21	-9	7	0.3	0

Shown with two lines to a compound: part of the list above.
The line under a structure holds: TIM10 inh, tim23-1 inh, tim10-1 inh, Mdm2 MdmX PPI, Jurkat NFkB inh, 697 NFkB inh, UPR CHOP act, XBP1 UPR activ
- CC[C@]1(C(=O)OC)[C@H]2C(=O)N(C)C(=O)[C@H]2[C@H]2CN=C(SCc3ccc(C#N)cc3)N21
    -4, 23, 10, 1, ., 0, 0.9, 1
- C=CCN(Cc1nc(-c2ccccc2)no1)C(=O)c1ccoc1C
    -14, 16, -11, -11, -8, 5, 1.7, -6
- O=C(COc1ccccc1C(=O)NCc1ccccn1)Nc1ccc(Br)cc1
    -3, 5, 15, -6, 11, 0, 0.6, -2
- CC(C(=O)NCc1ccccc1)N1C(=O)C2CC=C(Cl)CC2C1=O (stereo not drawn)
    -2, -7, -19, -2, -10, -5, -2.9, -2

Continued.
SMILES	TIM10 inh	tim23-1 inh	tim10-1 inh	Mdm2 MdmX PPI	Jurkat NFkB inh	697 NFkB inh	UPR CHOP act	XBP1 UPR activ
Cc1ccc(Cn2ccc(NC(=O)c3noc4c3CCCCC4)n2)cc1	2	-5	21	-3	-6	-18	3.1	1
CC(=O)NNC(=S)NC(=O)c1cccc([N+](=O)[O-])c1	13	2	-2	21	-8	2	1.5	-5
CCCCC1=CC2=CC(=O)C(C)(OC(=O)CC)C(=O)C2=CN1CCN1CCOCC1 (stereo not drawn)	-7	-1	2	11	7	28	-2.1	1
CCN(CCS(=O)(=O)c1ccc(Cl)cc1)C(=O)Nc1ccc(Cl)cc1	1	19	-4	-10	4	3	-1.3	0
CCCCNC(=O)CN1C(=O)NC2(CCOc3ccccc32)C1=O (stereo not drawn)	-2	-2	3	11	7	10	2.3	2
COC(=O)[C@]1(C)N[C@H](CN(C)C(=O)COc2ccccc2)[C@@H]2C(=O)N(C)C(=O)[C@@H]21	0	-4	-17	-14	11	16	-1.7	-3
CCn1cc(CCCC(=O)NCc2cccc(OC)c2)c2ccccc21	-19	14	21	-1	7	-12	1.2	-4
Fc1ccc2[nH]c3c(Cl)ncnc3c2c1	14	-29	1	-8	-2	15	1.6	0
COCCNC(=O)CSc1ccccc1C(=O)NC1CCCc2ccccc21 (stereo not drawn)	-4	13	13	-3	-5	3	0.2	-3
CCN(CC)S(=O)(=O)c1cccc(C(=O)N[C@H](C(=O)Nc2nc3ccc(F)cc3s2)C(C)C)c1	-2	10	23	9	-48	-59	7.7	-1
CC(C)CCNC(=O)[C@H](CSCc1ccccc1)N1Cc2ccccc2C1=O	21	29	27	11	11	5	-0.7	-3
CCCCCCCNC(=O)c1ccc(N2CCC3(CC2)OCCO3)c([N+](=O)[O-])c1	3	33	2	12	11	-5	-1.4	-1
CCCC(=O)Nc1sc(C)c(-c2ccc(OC)cc2)c1C#N	-2	1	6	-14	6	0	1.8	2
C/C(=N\N=C1\NC(=O)C(Cc2ccccc2)S1)c1ccccc1 (stereo not drawn)	12	35	-8	16	-7	10	-1.8	-2
c1ccc(CSc2nnc3c4ccccc4c4ccccc4c3n2)cc1	19	21	-4	-19	-9	-15	-1.4	4
CC1CN(c2ncnc3c2oc2ccccc23)CC(C)O1 (stereo not drawn)	-3	22	21	-39	-16	-5	0.3	-1
CCC1CCCCN1CCCNC(=O)c1cc2c(=O)oc3ccc(C)cc3c2s1 (stereo not drawn)	9	7	5	54*	-17	-11	-0.7	-2
COc1ccccc1NC(=O)Nc1sccc1-c1nc2ccccc2s1	16	24	33	4	-30	-14	0.3	2
O=C(CN1CCCC1)Nc1ccc(-c2nc3cc(NC(=O)CN4CCCC4)ccc3o2)cc1	-7	-9	2	92*	-80	-54	1.0	0
CC1CCCN(C(=O)COC(=O)CNS(=O)(=O)c2ccc3ccccc3c2)C1 (stereo not drawn)	-9	13	15	17	-21	9	-2.4	-2
O=C(O)c1ccccc1Nc1ccc([N+](=O)[O-])cc1C(=O)O	1	1	15	-10	-16	-5	0.1	-2
O=C(CN1CCN(Cc2ccccc2F)C1=O)NCc1cccnc1	4	-9	-17	0	-4	-6	0.2	0
COc1ccc(CCNC(=O)c2ccc(CS(=O)(=O)c3ccc(C)cc3)o2)cc1OC	11	4	12	25	-3	-3	1.9	-1
COc1ccccc1NC(=O)Cn1cnc2c(oc3nc4c(cc32)CCCC4)c1=O	-8	2	6	14	4	-15	1.4	-2
COc1ccccc1NC(=O)c1ccc2c(c1)C(=O)N(c1ccccc1OC)C2=O	18	1	12	3	12	-3	2.1	-3

Later entries.
SMILES	TIM10 inh	tim23-1 inh	tim10-1 inh	Mdm2 MdmX PPI	Jurkat NFkB inh	697 NFkB inh	UPR CHOP act	XBP1 UPR activ
O=C(O)c1ccccc1C(=O)Nc1ccc(-n2nccc2C(F)(F)F)cc1	0	6	-5	9	20	13	4.3	-1
O=C(/C=C/c1ccc(Cl)cc1Cl)N1CCN(c2ccccc2[N+](=O)[O-])CC1	24	14	26	36	-23	7	-0.8	-1
Cc1ccc(NC(=O)COC(=O)c2c[nH]c3ccccc23)cc1C	0	11	3	10	4	24	-0.7	-1
CCOC(=O)c1c(NC(=O)c2cccs2)sc(C(=O)N2CCOCC2)c1C	-11	-5	6	13	-8	-2	-0.9	0
Cc1ccc(Nc2cc(C(=O)NCCCN3CCOCC3)c3ccccc3n2)c(C)c1	1	-19	2	23	0	7	-1.7	-4
CCC(=O)Nc1nc2ccc(NC(C)=O)cc2s1	15	11	15	17	-33	-6	4.8	0
CCC(C)(C)C1CCc2c(sc(N)c2C(N)=O)C1 (stereo not drawn)	14	15	2	-2	11	-14	2.0	1
COc1ccccc1/C=C/C(=O)OCC(=O)N1CCc2ccccc21	15	20	14	7	-20	-5	0.4	3
COC(=O)C(CSCc1ccccc1)NC(=O)CSc1nc(C)cc(=O)[nH]1 (stereo not drawn)	-2	12	4	8	-21	6	-0.3	-3
CCN1C(=O)C(CC(=O)Nc2ccc(OC)cc2)N(CCc2ccccc2F)C1=S (stereo not drawn)	-7	24	18	19	10	-15	-1.5	-2
CN(C)c1ccc(NC(=S)N2CCN(c3ncc(C(F)(F)F)cc3Cl)CC2)cc1	-1	-6	5	21	-7	-45	-0.8	-1
Cc1cc(NS(=O)(=O)c2ccc(NC(=O)c3ccc(Br)o3)cc2)nc(C)n1	-11	7	17	-3	-12	-1	0.4	-5
Cc1cccc(NCC(=O)NNC(=S)Nc2ccccc2)c1	-5	-5	13	2	3	7	0.4	0
CC(Oc1cc(Cl)ccc1Cl)C(=O)N/N=C\c1ccnn1C (stereo not drawn)	12	16	32	-9	-1	14	-0.1	1
Cc1ccc(/C=C(\C#N)C(=O)Nc2ccccn2)o1	5	7	17	-66	-17	-4	3.3	-1
COc1ccc(N2CCN(C(=O)c3ccc(Cl)c(S(=O)(=O)N4CCCC4)c3)CC2)cc1	-3	13	6	21	6	-15	0.6	-2
Cc1c(Cl)c([N+](=O)[O-])nn1CCCC(=O)Nc1cccc(O)c1	-3	2	18	-4	-4	-10	4.8	-2
CCOc1ccc(C2=NNC(c3cccnc3)=Nc3ccc(OC)cc32)cc1	51*	11	14	4	-4	-5	-1.9	0
CC(Sc1ccc(Cl)cc1)C(=O)NCC1CCCO1 (stereo not drawn)	15	15	16	-37	3	1	-0.3	0
Nc1nn(S(=O)(=O)c2ccccc2)cc1-c1cccc([N+](=O)[O-])c1	32	29	39	-31	-11	-6	2.1	-1
O=C1C2C3CCCC3=C3CCCC3C2C(=O)N1c1ccc(Cl)cc1 (stereo not drawn)	16	39	42*	-16	-12	-4	0.6	4
CCOC(=O)C1CCN(S(=O)(=O)c2ccc(Cl)cc2)CC1	11	29	16	-34	1	-6	1.0	3
O=C(Nc1ccc(C(=O)N2CCN(c3ccccc3)CC2)cc1)C1=CSCCO1	20	31	28	10	5	14	0.7	-3
